Assay outcomes (PubChem)
KDM5B inh = blocks human KDM5B histone demethylase activity; KDM5B demethylase, FDH-coupled NADH fluorescence (FDH is formaldehyde dehydrogenase); Potency, µM (titrated, usually from 57.7 µM), for the others: at the highest dose activity change, negative = inhibition, hits mostly inhibitors; hit rate 2.6% among 220,000; AID 1347165; active = well fitted inhibition curve with a large enough effect; inconclusive = small, poorly fitted or top-dose-only effect; inactive = no such curve, though single readings can be large or run the other way; also: 0% is about no effect; nearly all actives have a fitted effect of over 70% in size
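Coupled FDH/NAD⁺ fluorescence readout. KDM5BΔAP 200 nM final; compound titration, 10 min RT preincubation; substrate mix 12.5 µM H3K4me3, 25 µM 2-OG, 50 µM Fe(II), 100 µM ascorbate, 0.25 mM NAD⁺, 0.25 U/mL FDH; ΔRFU over 30 min.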
* marks the source's active call; other numbers are inactive results; ? = inconclusive; [ ] = remark or other dose. Potency is read from the fitted curve at half-maximal effect. These rows are one share of the data; the hit share may differ from the screen's.

Compound	KDM5B inh
CC(=O)N1C[C@@H]2CCCN3CCC[C@@H]([C@H]23)[C@H]1CCCC(=O)NCCN(C)C1CCCCC1	?
CCc1cccc2c(C(CC(=O)NCc3ccco3)c3cccc([N+](=O)[O-])c3)c[nH]c12 (configuration not stated)	?
COc1ccc(CCc2nc(C3CC(=O)N(Cc4ccccc4OC)C3)no2)cc1 (configuration not stated)	-13.1%
COc1ccccc1C(=O)NC[C@H]1COCc2nc3cc(C)ccc3n21	-24.7%[86.2 µM]
COc1ccccc1Cc1nc2ccccc2nc1SCC(=O)Nc1ccccc1OC	-5.9%
Cc1oc2c(c1C(=O)NCCN(C)C)CN(C(=O)c1ccncc1)CC2	-29.0%
CCc1ccc(C(=O)N(Cc2ccco2)C2CC2)s1	11.6%
N#Cc1ccc(CN2CCCC3(Cc4ccccc4NC3=O)C2)cc1 (configuration not stated)	33.3%[activator][149 µM]
CCCC1=Nc2cc(C(=O)NCCc3ccc(C)cc3)ccc2Sc2ccc(C)cc21	1.5%
CCOc1ccc(NC(=O)C2CCCN(c3nnc(-n4c(C)ccc4C)s3)C2)cc1 (configuration not stated)	?
CC(C)(C)c1ccc(CNCCCC(=O)O)cc1	17.0%
CNc1nccc(N2CCC(CC(=O)NCc3cc(OC)cc(OC)c3)CC2)n1	-12.6%
O=C(CC1SCCNC1=O)Nc1ccccc1Cl (configuration not stated)	9.9%
COC(=O)N/N=C/c1cn(CCOc2cccc(OC)c2)c2ccccc12	18.9%
CCOC(=O)C1CCN(C(=O)CCC(=O)N2CCN(c3cccc(Cl)c3)CC2)CC1	13.0%
Cc1cccc(S(=O)(=O)c2cn(Cc3ccc(F)cc3)c3cc(N4CCCCC4)c(F)cc3c2=O)c1	-8.5%
O=Cc1c(SCCO)nc2ccccn2c1=O	23.8%
C[S+](=O)([O-])N1CCN(c2ccc(C=O)cc2)C(=O)C1	?
COc1cc2c(cc1OC)C(c1ccccc1)N(CC(O)CO)CC2 (configuration not stated)	?
CCNC(=O)NC[C@@H]1C=C(C)[C@H](Cc2nnc(-c3ccccc3F)o2)C[C@H]1C(C)C	?
CC(=O)N1CCCc2cc(S(=O)(=O)N3CCC(C(=O)NCCC(C)C)CC3)ccc21	6.4%
CCC(=O)N1c2ccccc2CC1C(=O)NCCCN1CCN(c2ccccc2)CC1 (configuration not stated)	9.9%
O=C(c1nnc(CNCc2cnccn2)n1-c1ccccc1)N1CCC[C@@H]1C(c1ccccc1)c1ccccc1	?
COC(=O)c1ccc(C)c(S(=O)(=O)Oc2ccc3ccc(=O)oc3c2)c1	?
CCCNC(=O)N1CC[C@@H](CC(=O)O)[C@@H](CC2=NCCc3cc(F)ccc32)C1	31.6µM*
COC(=O)CSc1nc(N)c2c3c(sc2n1)CCCCC3	-6.0%
Cc1noc([C@@H]2CC(F)(F)CN2C(=O)COc2ccccc2)n1	1.6%
CCCNC(=O)N1CCC2(CCC2NC(=O)COC)CC1 (configuration not stated)	17.6%
Fc1ccc(Nc2ncnc3sccc23)cc1	8.8%
O=C1Nc2ccccc2OCC12CCN(CC1CC1)CC2	6.0%[86.2 µM]
S=C(NCCc1ccccc1)Nc1ccc(Sc2ccc(Br)cc2)cc1	-0.8%
CC(C)NC(=O)c1ccc2c(c1)C1(CCN(CC3CC3)C1)CN2Cc1ccccc1 (configuration not stated)	28.2µM*
CC1CCN(c2nc3nonc3nc2Nc2cccc(Cl)c2)CC1	4.1%
COc1ccccc1OCC(=O)NCC1(N2CCOCC2)CCCCC1	-5.0%
CCCNC(=O)N1CCCCC1c1n[nH]c(C)n1 (configuration not stated)	7.9%
NS(=O)(=O)CC(=O)O	21.2%
CCOc1cccc(CC(=O)N2CCc3c([nH]c4ccccc34)C2c2ccc(C)cc2)c1OCC (configuration not stated)	-28.2%
O=C(Nc1cccc(C(F)(F)F)c1)O[C@@H]1CO[C@H]2[C@@H]1OC[C@@H]2NS(=O)(=O)c1cccs1	-1.5%
CC(C)(C)c1ccc(OCC(=O)Nc2ccc(S(=O)(=O)Nc3ncccn3)cc2)cc1	-19.9%
COc1cc(F)ccc1-c1nccc2c(=O)cc(-c3cnn(C)c3)oc12	?
CCCCC(=O)Nc1nonc1-c1ccc(F)cc1	9.3%
Cc1ccc(NC(=O)CCc2ncc(-c3ccccc3F)o2)cc1C	14.1%
Cc1ccc(Cn2c(=O)n(Cc3ccc(Cl)cc3)c(=O)c3cccnc32)cc1	?
COCCNC(=O)C(c1ccc(OC)cc1)N(Cc1ccco1)C(=O)CCC(=O)Nc1ccccn1 (configuration not stated)	-8.7%
CCc1nnc([C@@H]2CC(F)(F)CN2C(=O)CCn2nc(C)cc2C)o1	32.6%
COc1ccc(C(=O)NN=C2CCCC2)cc1OC	-7.5%
O=C(c1ccc(Cl)nc1)N1CCC(c2nn(-c3ccccc3)c(=O)[nH]2)CC1	-10.6%
COC(=O)c1ccc2c(c1)nc1n2[C@@H](CNC2CCOCC2)COC1	-12.7%[86.2 µM]
CC(C)(C)c1ccc(C(=O)Nc2nc3nc(-c4ccccc4)cc(=O)n3[nH]2)cc1	?
Cc1cnc(C(=O)N[C@@H]2CCC[C@@H]2C(=O)Nc2ccc3c(c2)OCCO3)cn1	-9.2%

Next section:
Compound	KDM5B inh
Cc1cccc(Nc2nc3ccccc3nc2NS(=O)(=O)c2cccc3nsnc23)c1	10.3%
Cc1ccc2nc3n(c2c1)[C@@H](CNC(=O)c1ccncc1)COC3	27.4%[86.2 µM]
Cc1cnn(CCC(=O)N2CC(F)(F)C[C@H]2c2nc(C)no2)c1	14.2%
CCOc1ccccc1NC(=O)c1cc2c(=O)n3ccccc3nc2n1C	-14.0%
O=C(Cc1ccc(F)cc1)NC1CCN(c2cc(-c3ccccc3)[nH]n2)CC1	?
COC1CCC(C(=O)N2CC(CNc3ccccc3)C3(C2)CN(c2ccccc2)C3)CC1 (configuration not stated)	-28.7%[86.2 µM]
O=C(Nc1ccccc1)c1cc2n(n1)CC(c1ccc(Br)cc1)OC2 (configuration not stated)	31.6µM*
Cc1ccc(NC(=O)O[C@@H]2CC[C@]3(C)C(CC[C@@H](O)[C@H]3CC(=O)N3CCC[C@H]3CO)[C@]2(C)CO)cc1 (some centres not stated)	-8.8%
COc1ccccc1CC(=O)N1CCCc2ncc(C(=O)N3CCCC[C@@H]3Cc3ccccc3)cc21	-9.0%
O=C(Nc1ccc(OCc2cc(=O)n3ccsc3n2)cc1)C1CCCCC1	15.0%
CCN(CC)c1nc2ccccc2nc1C(=O)Nc1ccc(C(=O)OC)cc1	6.6%
CCOc1ccc(CC(=O)NNC(=O)/C=C/C(=O)O)cc1	5.7%
COc1cc(NC(=O)N[C@H]2CO[C@H]3[C@@H]2OC[C@H]3OC(=O)Nc2cccc(C(C)=O)c2)cc(OC)c1	-10.1%
CCOc1ccc(C(C)=O)cc1COc1ccc2c(CC)cc(=O)oc2c1	?
COCCCNC(=O)c1ccc(Cn2c(=O)c3ccccc3n(Cc3c(C)cc(C)cc3C)c2=O)cc1	?
CC(C)N(C)S(=O)(=O)c1ccc(NC(=O)c2cc3ccccc3oc2=O)cc1	6.3%
Cn1c(Cn2cccn2)nnc1C1CCCN(C(=O)c2ccc(=O)[nH]c2)C1 (configuration not stated)	-3.7%
COc1ccc(-c2cc(-c3ccc(F)cc3OC)cn3cncc23)cc1	10µM*
OCC1(Cc2cccc(Cl)c2)CCCN(Cc2nc(-c3ccc(F)cc3)cs2)C1 (configuration not stated)	-19.6%
O=C(Nc1ccccc1)NC1CCN(Cc2c(F)cccc2Cl)CC1	-5.7%
CCC(C)NC(=O)c1cc(-c2ccc(C)s2)nc2ccccc12 (configuration not stated)	?
Cc1ccccc1NS(=O)(=O)c1ccc(C(=O)NCc2cccnc2)cc1	-16.0%
COc1cccc(NC(=O)CSC2=Nc3ccccc3C3=NC(CCC(=O)NCCc4ccccc4)C(=O)N23)c1 (configuration not stated)	-10.3%
CNC(=O)[C@@H](Cc1ccccc1)N1CCC[C@H]1C(=O)NCc1ccccn1	28.2µM*
CCc1ccc(NC(=O)CCS(=O)(=O)c2ccc3c(c2)CCN3C(C)=O)cc1	-11.2%
O=C(Cc1cccs1)NC1CC(=O)N(c2ccc(Cl)cc2)C1 (configuration not stated)	-1.8%
CCOC(=O)C1CCCN(/C=C2\SC(=S)N(CC)C2=O)C1 (configuration not stated)	24.2%
CCCC(=O)Nc1cccc(-c2cn3c(C)csc3n2)c1	-12.9%
Cc1ccc(C(=O)N2CCC(n3cc(-c4nc(C(C)C)no4)nn3)C2)cc1C (configuration not stated)	-12.4%
COc1ccc(CN2C(=Nc3ccccc3)S[C@H]3[C@@H]2[C@@H](O)[C@H](O)C[C@@H]3C(N)=O)cc1	-1.0%[86.2 µM]
Cn1nccc1C(=O)Nc1sc2c(c1C#N)CCCC2	-13.4%
O=C1/C(=C/c2ccc(F)cc2)SC(=S)N1NS(=O)(=O)c1ccccc1	-19.2%
Cc1ccc(C(=O)OCCOc2ccc(C#N)cc2)cc1F	-18.2%
Cc1nc2nc(SCC(=O)NCCc3ccc(Cl)cc3)nn2c(C)c1Cc1ccccc1Cl	-21.9%
CCCCC(=O)N1CCC(OC2CCN(S(C)(=O)=O)CC2)CC1	34.6%[activator]
O=C(Nc1ccccc1)Nc1ccc(=O)n2c1[C@@H]1C[C@@H](CN(S(=O)(=O)c3ccccc3)C1)C2	163.9%[activator]
O=S(=O)(c1ccccc1)N1CCCC2(CC(c3ccccc3)=NO2)C1 (configuration not stated)	13.1%[115 µM]
COc1ccc(-n2nc3n(c2=O)CCN([S+](=O)([O-])c2cccs2)C3)cc1	22.9%[115 µM]
Fc1ccc(OCc2nn3c(CSc4ccccc4)nnc3s2)cc1	-8.7%
Cc1ccc(C(=O)Nc2nnc(S(=O)(=O)N(C)Cc3ccc(Cl)cc3)s2)cc1	-11.3%
COc1cc(=O)n2c(c1C(=O)Nc1cc(F)cc(F)c1)CCCC2	17.4%
CC(C)Nc1sc(C(=O)c2ccccc2)c(N)c1C#N	4.8%
Cc1cc(C)n(-c2nc3ccccc3nc2N2CCN(S(=O)(=O)c3ccc(C)c(C)c3)CC2)n1	-9.8%
Cc1ccc(CNC(=O)N2CCCOCCNC(=O)[C@@H]3CCC[C@@H]32)cc1	8.8%
Cc1cccc(C(=O)N[C@@H](C)C(=O)N2CCN(c3ncccn3)CC2)c1	-66.6%
COc1cccc(/C=C2\Oc3cc(OS(C)(=O)=O)ccc3C2=O)c1OC	19.8%
CCc1ccc(C(=O)N2CCC3(CC2)C(=O)N(CC(=O)N(C)C)CN3c2ccccc2)cc1	-6.9%
COc1cc(-c2onc(C)c2C(=O)NCC2CCCO2)cc(OC)c1OC (configuration not stated)	28.2µM*
O=C(NC1CCCCC1)C1CN(C(=O)c2ccc(Cl)s2)CC12CCOCC2 (configuration not stated)	23.1%
O=C(COC(=O)c1ccc2ccccc2n1)Nc1cc(F)ccc1F	-1.9%

Pulled one by one from above (3):
Compound	KDM5B inh
CCOC(=O)C1CCN(C(=O)CCC(=O)N2CCN(c3cccc(Cl)c3)CC2)CC1	13.0%
O=C1/C(=C/c2ccc(F)cc2)SC(=S)N1NS(=O)(=O)c1ccccc1	-19.2%
O=C(Nc1ccccc1)c1cc2n(n1)CC(c1ccc(Br)cc1)OC2 (configuration not stated)	31.6µM*

Other compounds:
Compound	KDM5B inh
CSc1nccc(-c2sc(SC)c(C#N)c2-c2ccccc2)n1	?
O=c1n(-c2ccc(Cl)cc2)nc2n1CCN([S+](=O)([O-])c1cccc(C(F)(F)F)c1)C2	13.4%[115 µM]
CC1(C(=O)N2CCOCC2)CN(Cc2ccccc2)Cc2ccc(Nc3ccccc3)nc21 (configuration not stated)	28.2µM*
O=C(Nc1ccc(OC(F)(F)F)cc1)C1CCN(S(=O)(=O)c2ccc3[nH]c(=O)ccc3c2)CC1	-16.0%
COC(=O)CNC(c1ccccc1)c1cc(Br)ccc1NC(=O)c1ccc(Cl)cc1 (configuration not stated)	?
COc1cccc(NC(=O)c2ccc(N3C(=O)C4CC=CCC4C3=O)cc2)c1 (configuration not stated)	-7.7%
Cc1ccc(CCNC(=O)C2CCN(C(=O)c3nnn4c3COC(c3ccc(C)cc3)C4)CC2)cc1 (configuration not stated)	-21.9%
Cc1ccc(S(=O)(=O)NCCSc2nnnn2-c2ccc(Cl)c(C(=O)O)c2)cc1	-54.3%
O=C(Nc1ccccc1)O[C@@H]1CO[C@H]2[C@@H]1OC[C@@H]2NCc1ccccc1	5.7%[86.2 µM]
O=C(NNC(=O)C1CCCCC1)c1ccccc1F	15.1%
Cc1ccc(OCC(=O)Nc2ccccc2C(=O)OCc2cc(=O)n3ccsc3n2)cc1	-11.9%
Cc1ccc(CN2C(=O)COC[C@H]2C(=O)Nc2cc(F)cc(F)c2)cc1	34.6%[activator]
O=C(CCC1CCCC1)NCc1ccco1	16.7%
COc1cccc(S(=O)(=O)NCC2Cn3cccc3C(=O)N2C)c1 (configuration not stated)	-13.4%
COc1ccc(C)cc1Nc1nc2ccccc2nc1NS(=O)(=O)c1cccc2nsnc12	-2.0%
CCn1ccc(C(=O)N2CC(N(C3CCOCC3)S(C)(=O)=O)C2)n1	21.9%
O=C(NCCc1ccccc1)C1CCC(=O)N(CCCN2CCOCC2)C1 (configuration not stated)	-14.2%
COc1ccc(C2c3c(-c4ccccc4O)n[nH]c3C(=O)N2CCCO)cc1OC (configuration not stated)	8.0%
